14-3-3g Raf: alters human 14-3-3 gamma binding to Raf peptide; P61981; FP, 14-3-3gamma / TMR-pS259-Raf peptide binding; inhibition, % at 40 µM; actives 0.19% (n = 160,000); AID 422; in the data active = inhibition above about 30%;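 also: 0% = protein plus tracer without compound and 100% = blank with tracer alone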
Target sequence (P61981 whole entry, looked up): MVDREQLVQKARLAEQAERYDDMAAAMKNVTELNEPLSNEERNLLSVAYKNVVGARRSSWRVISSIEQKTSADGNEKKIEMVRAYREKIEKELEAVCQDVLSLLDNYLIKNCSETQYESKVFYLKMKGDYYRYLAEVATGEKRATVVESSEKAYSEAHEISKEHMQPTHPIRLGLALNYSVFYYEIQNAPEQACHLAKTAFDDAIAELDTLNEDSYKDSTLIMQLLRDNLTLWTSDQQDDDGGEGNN
Starred values were filed as active, the others as inactive; & = joins results of further samples. Not all compounds are listed. The share of hits here may be higher or lower than overall.

14-3-3g Raf,structure
-11&0,COc1ccc(C(=O)N2c3ccccc3CC2C)cc1OC (stereo not drawn)
-1,CC(=O)c1ccc(NC2=NS(=O)(=O)c3cc([N+](=O)[O-])ccc32)cc1
-8,Cc1nc2nc(SCC(=O)NCc3ccccc3)nn2c(C)c1Cc1ccccc1
1,Cc1cccc2oc(-c3ccc(N=Cc4cc([N+](=O)[O-])cc(Br)c4O)cc3)nc12
-8,c1ccc(CSc2ncnc3c2oc2ccccc23)cc1
0&-4,O=C(O)c1cnc2ccccc2n1
-11,O=C(CNS(=O)(=O)c1cccs1)NC1CCCC1
-6,O=C1C2C(c3ccccc3)OC3(C(=O)c4ccccc4C3=O)C2C(=O)N1C1CCCCC1 (stereo not drawn)
-16,O=C(NCCC1=CCCCC1)C1C2C=CC3(CN(Cc4ccccc4Cl)C(=O)C13)O2 (stereo not drawn)
1,COc1ccccc1N1C(=S)NC2c3cc([N+](=O)[O-])ccc3OC1(C)C2C (stereo not drawn)
-5,NS(=O)(=O)c1ccc(CCNC(=O)c2ccc(Cn3c(=S)[nH]c4ccc(Br)cc4c3=O)cc2)cc1
-8,COc1ccccc1Cn1c(=S)[nH]c2cc(C(=O)N(C)CCc3ccccn3)ccc2c1=O
-4,O=C(CC(c1ccccc1)c1ccccc1O)NCC1(c2ccccc2)CCOCC1 (stereo not drawn)
-36,COc1ccc2nc(C)cc(Nc3cccc(O)c3)c2c1
-3,CC(=O)c1ccc(N2CCN(C(=O)CCS(=O)(=O)c3ccc(Br)s3)CC2)cc1
0,CCOC(=O)C1C(=O)CC(C)(O)C(C(=O)OCC)C1C=Cc1ccccc1 (stereo not drawn)
-5,Cc1cc(OCCn2cc(C(=S)N3CCOCC3)c3ccccc32)ccc1Cl
4,COc1cc([C@@H]2c3cc4c(cc3[C@H](O)[C@H]3COC(=O)[C@H]23)OCO4)cc(OC)c1OC
11,COc1ccc(C2N(C(=O)c3ccccc3)CCN2S(=O)(=O)c2ccc(C)cc2)cc1 (stereo not drawn)
-6,CC1=C(C(=O)OCc2ccccc2)C(c2cccc(I)c2)C2=C(CC(C)(C)CC2=O)N1 (stereo not drawn)
2,COc1ccc(Br)cc1S(=O)(=O)N1CCN(C(c2ccccc2)c2ccccc2)CC1
-2,COc1ccc([N+](=O)[O-])cc1NC(=O)c1cnc(Nc2ccc(C)c(Cl)c2)c2ccccc12
-47,CCN1C(=C2C(=O)c3ccccc3C2=O)C=Cc2ccccc21
-7,COCCOC(=O)C1=C(C)NC2=C(C(=O)C(C(=O)OC)C(C)C2)C1c1coc2ccccc2c1=O (stereo not drawn)
-11,Cc1c(C(=O)O)oc2ccc(S(=O)(=O)N3CCCC3)cc12
2,CCOC(=O)c1c(C)[nH]c(C(=O)OC)c1CCC(=O)OC
3,Cc1ccccc1NC(=O)N1C2CCCC1CC(NC(=O)C(C)(C)C)C2 (stereo not drawn)
-8&5,Cc1n[nH]c(C)c1S(=O)(=O)N1CCC(C(=O)O)CC1
-13,COc1ccc(-c2nc(-c3c[nH]c4ccccc34)c(C)s2)cc1OC
-2,COc1cc2c(cc1OC)C(C(=O)Nc1ccc(Br)cc1C)C(c1cccs1)N(C)C2=O (stereo not drawn)
-3,COc1ccccc1CNC(=O)CS(=O)Cc1nc(-c2ccccc2C)oc1C (stereo not drawn)
-2,CC1=CCC2C(=O)N(c3ccc(C(=O)Nc4cccc(Cl)c4)cc3)C(=O)C2C1 (stereo not drawn)
-5,CCCSc1nnc2c(n1)OC(C)Nc1ccccc1-2 (stereo not drawn)
-2,O=C(O)CCc1nc2ccccc2n(Cc2ccc(F)cc2)c1=O
-3,Cc1ccc(C(=O)N2CCCc3ccccc32)cc1C
-2,CCCCNC(=O)c1nccnc1C(=O)O
-4&-5,COc1cccc(-n2nc(C(=O)O)c3ccccc3c2=O)c1
0,COc1cc(NC(=O)CCCn2cnc([N+](=O)[O-])n2)c(OC)cc1Cl
6,COC(=O)COc1cccc(C2Nc3ccccc3S(=O)(=O)N2Cc2ccccc2)c1 (stereo not drawn)
1,Brc1ccc(C2N(Cc3ccccc3)CCN2Cc2ccccc2)cc1
-1,CC(C)C(C(=O)NCC1CCCO1)N(Cc1ccco1)C(=O)CNS(=O)(=O)c1ccccc1 (stereo not drawn)
-5,CC1CN(C(=O)c2cccs2)CCN1C(=O)c1cccs1 (stereo not drawn)
-9&-13,Cc1ccc(C)n1-c1cccc(C(=O)O)c1
-5,O=C(NC(Cc1ccccc1)C(=O)N1CCCC1C(=O)O)c1ccccc1 (stereo not drawn)
-3,CC1(C)CC(=O)C2=C(C1)c1c(ccc3ccccc13)NC2c1ccccc1F (stereo not drawn)
-10,CC(=O)N1CC2(C)CN(C(C)=O)CC(C)(C1)C2O (stereo not drawn)
0,Oc1c(C(c2cccs2)N2CCN(c3cccc(Cl)c3)CC2)sc2ncnn12 (stereo not drawn)
-36,CC1Oc2ccccc2C2CC(c3ccccc3)=NN12 (stereo not drawn)
-1,CCCn1c(CN2CC(C)OC(C)C2)nc2c1c(=O)n(C)c(=O)n2C (stereo not drawn)
6,O=C(Nn1c(-c2ccccc2)nc2ccccc2c1=O)c1ccco1

Further structures:
14-3-3g Raf,structure
1,O=C(CSc1nnc2scc(-c3ccccc3)n12)NCCc1ccccc1
-6,Cc1ccc(OCCNc2cc(N3CCCCC3)ccc2[N+](=O)[O-])cc1C
2,CC(=O)c1c(C)[nH]c(C(=O)NC2CCCCC2C)c1C (stereo not drawn)
-26,CCOC(=O)c1ccc(CC(=O)c2oc3cc(O)ccc3c2C)o1
-9,CCc1nnc(NC(=O)C2CCCN2S(=O)(=O)c2ccc(F)cc2)s1 (stereo not drawn)
1,COC(=O)C1=C(C)N=C2SC(C)C(=O)N2C1c1cccc(F)c1 (stereo not drawn)
-12,O=C(CSc1nc2ccc([N+](=O)[O-])cc2[nH]1)Nc1ccc2c(c1)C(=O)c1ccccc1C2=O
-8,O=C(CN(C1CCCCC1)S(=O)(=O)c1ccc(Cl)cc1)NCc1ccncc1
-6,CC(=O)Nc1cc(C(=O)NCCc2ccccc2)ccc1Sc1ccc(F)cc1
1,CC(=O)N1CCOC1c1ccc([N+](=O)[O-])cc1 (stereo not drawn)
-3&0,O=C(O)c1cc(-c2ccccn2)nc2ccc(Br)cc12
3,CC(C)Cc1cc(C(=O)NCc2cccs2)no1
-7,FC(F)(F)c1cc(-c2cccs2)nc(N2CCCC2)n1
7,COc1ccc(NC(=O)CCn2cccc2)cc1
-3,CCN(CC)c1ccc(/C=N/n2nnnc2N)c(O)c1
-3,C=CCn1c(SCC(=O)NCc2ccccc2)nnc1-c1ccco1
-81,COc1ccc(-c2nc3ccccc3o2)cc1NC(=O)COc1cccc(C)c1
3,C=CCOc1ccc(/C(O)=C2\C(=O)C(=O)N(Cc3cccnc3)C2c2ccc(F)cc2)cc1C (stereo not drawn)
-5,Cc1cc(C)c(Cc2c(C)nc3c(C(=O)NCCN4CCOCC4)cnn3c2C)c(C)c1
-4,CCOc1cc(Br)c(C(=O)O)cc1OCC
0,CCOC(=O)c1sc(NC(=O)c2ccc(S(=O)(=O)N3CC(C)CC(C)C3)cc2)nc1C (stereo not drawn)
-15,COc1ccc(-c2cc(C(=O)OCC(=O)c3ccc(OC)c([N+](=O)[O-])c3)c3cc(C)ccc3n2)cc1
-129,COc1ccc(OCC(=O)Nc2ccc(-c3nc4cc(C)cc(C)c4o3)cc2)cc1
5,CN1c2ccccc2Sc2ccccc21
-2,CC1CCCC(C)N1C(=O)CSc1nnc(-c2c[nH]c3ccccc23)o1 (stereo not drawn)
-6,Brc1ccc(C=Nc2nc3ccccc3n2CCN2CCCCC2)cc1
-3,COc1ccc(N2CCN(CC(O)COc3cc(C)cc(C)c3)CC2)cc1 (stereo not drawn)
-4,O=C(Nc1cccc(Cl)c1)c1cc(S(=O)(=O)N2CCc3ccccc3C2)ccc1F
-19,CCOc1ccc(C(=O)Nc2ccc(Br)cn2)cc1
1,COc1ccc(-c2noc(COc3ccc(Cl)c(C)c3)n2)cc1
-1,CCOc1ccc(N2C(=O)CC(NCC(=O)OC)C2=O)cc1 (stereo not drawn)
-1,CC1=C(C(=O)OCC(C)C)C(c2ccccc2F)C2=C(CC(c3ccccc3)CC2=O)N1 (stereo not drawn)
-6,O=C(CN1C(=O)CSc2ccccc21)NCc1cccnc1
1,Cc1cccc(C2Nc3ccccc3C(=O)N2CCc2ccccc2)n1 (stereo not drawn)
-2&-2,COc1ccc(OCC(=O)N2CCN(C(=O)COc3ccccc3)CC2)cc1
4,CCCCC1(CC(=O)N2CCOCC2)C(=O)N(c2ccccc2)N(c2ccccc2)C1=O
-6,COc1cccc(CN(C)CC(=O)NC(=O)NCc2ccco2)c1
2,CC(=O)NCCn1c(SCC(=O)NCc2ccco2)nc2ccccc2c1=O
-6,Cc1ccc(C(C)C)cc1S(=O)(=O)NCc1cccnc1
-7,O=C(CSc1nc2ccccc2s1)OCC(=O)c1cccc([N+](=O)[O-])c1
-120,NS(=O)(=O)c1ccc2c(c1)C1C=CCC1C(c1cccc3ccccc13)N2 (stereo not drawn)
1,O=C(c1ccccc1)c1nn2c(nc(=O)c3ccc(Cl)cc32)s1
-6,CCn1c2ccccc2c2nn(C)c(=N)nc21
-2,CCN(CC)C(=O)CSC1=Nc2ccccc2C2=NC(Cc3c[nH]c4ccccc34)C(=O)N12 (stereo not drawn)
-21,CC(NC(=O)C12CC3CC(CC(C3)C1)C2)C12CC3CC(CC(C3)C1)C2 (stereo not drawn)
-4,Cc1cc2cc(CCNC(=O)Cc3cccc4ccccc34)c(=O)[nH]c2cc1C
-6,O=C(Cn1cnc2ccccc2c1=O)NCCC(=O)Nc1cccc(Cl)c1
-15,CN1C(=O)CSc2ccc(NC(=O)N3CCOCC3)cc21
8,CCOC(=O)C1=C(C)NC2=C(C(=O)C(C(=O)OC)C(C)C2)C1c1cc(Cl)c(O)c(OCC)c1 (stereo not drawn)
6,O=C(NCCCn1ccnc1)c1ccc(F)cc1

Next structures:
14-3-3g Raf,structure
3,CC(=O)c1cc2c(cc1NC(=O)CN1CCCCC1C)OCO2 (stereo not drawn)
1,Cc1cccc(C(=O)Nc2ccc(NC(=O)c3ccc([N+](=O)[O-])o3)cc2)c1
-7,COc1ccc(C)cc1NC(=O)C1CCN(S(=O)(=O)c2ccc(Cl)cc2)CC1
-5,Cc1cc(-c2n[nH]c(=S)n2-c2ccccc2)nn1C
-29,CCOC(=O)c1c(NC(=O)CCOc2ccccc2)sc2c1CCCC2
-4,CCOC(=O)C1CCN(C(=O)c2cccc(Cl)c2)CC1
3,CCCc1cc(-c2oncc2-c2ccccc2)c(O)cc1OC
-18,Cc1cccc(C(=O)Nc2ccc(N3CCCCC3)cc2)c1
-17,CCc1ccc(-c2nc3cc(NC(=O)c4ccc(C)c(C)c4)ccc3o2)cc1
0,COc1ccc(C)cc1NC(=O)c1cc(-c2cccs2)nc2ccccc12
-5,CCc1ccc(CNC(=O)c2cc3c(=O)[nH]c4ccccc4c3n2C)cc1
3,COc1cccc(NC(=O)CCN2CCC(C(N)=O)CC2)c1
6,O=C(Cn1nc(-c2ccccc2)ccc1=O)NC1CC1
-17,Cc1ccc(-n2c(C=Cc3cn(C)c4ccccc34)nc3ccc(I)cc3c2=O)cc1
-310,CCN1CCc2c(sc(NC(=O)c3ccc(S(=O)(=O)N4CC(C)CC(C)C4)cc3)c2C(N)=O)C1 (stereo not drawn)
5,CC(SC12CC3CC(CC(C3)C1)C2)C(=O)O (stereo not drawn)
-1,O=C(O)Cc1ccc(NC(=O)C2CC=CCC2C(=O)O)cc1 (stereo not drawn)
-5,O=C(CCCCn1c(=O)c2ccccc2n(Cc2cccc([N+](=O)[O-])c2)c1=O)NC1CCCC1
-11,CCc1nc2c3cnn(-c4cc(Cl)ccc4C)c3ncn2n1
-2,CN(C)CCCNC(=O)c1cc(-c2ccc(Cl)s2)nc2ccccc12
-22,Cc1ccc(NC(=O)c2ccc(F)c([N+](=O)[O-])c2)cc1Cl
2,COc1ccc(N2C(=O)C3C4c5ccccc5C(CO)(c5ccccc54)C3C2=O)c([N+](=O)[O-])c1 (stereo not drawn)
2,COC(=O)CCNC(=O)Cn1ccc2ccccc2c1=O
-7,Cc1ccc(CNc2nc3c(c(=O)[nH]c(=O)n3C)n2Cc2ccc(F)cc2)cc1
-7,CCOC(=O)C1OCOC1C(=O)OCC (stereo not drawn)
-36,COc1cc(/C=c2\s/c(=C(/C#N)C(=O)N3CCCC3)n(-c3ccccc3)c2=O)ccc1O

Gathered by group, those above containing fluorine.
14-3-3g Raf,structure
-2,O=C(O)CCc1nc2ccccc2n(Cc2ccc(F)cc2)c1=O
-3,CC1(C)CC(=O)C2=C(C1)c1c(ccc3ccccc13)NC2c1ccccc1F (stereo not drawn)
-9,CCc1nnc(NC(=O)C2CCCN2S(=O)(=O)c2ccc(F)cc2)s1 (stereo not drawn)
1,COC(=O)C1=C(C)N=C2SC(C)C(=O)N2C1c1cccc(F)c1 (stereo not drawn)
-6,CC(=O)Nc1cc(C(=O)NCCc2ccccc2)ccc1Sc1ccc(F)cc1
-7,FC(F)(F)c1cc(-c2cccs2)nc(N2CCCC2)n1
3,C=CCOc1ccc(/C(O)=C2\C(=O)C(=O)N(Cc3cccnc3)C2c2ccc(F)cc2)cc1C (stereo not drawn)
-4,O=C(Nc1cccc(Cl)c1)c1cc(S(=O)(=O)N2CCc3ccccc3C2)ccc1F
-1,CC1=C(C(=O)OCC(C)C)C(c2ccccc2F)C2=C(CC(c3ccccc3)CC2=O)N1 (stereo not drawn)
6,O=C(NCCCn1ccnc1)c1ccc(F)cc1
-22,Cc1ccc(NC(=O)c2ccc(F)c([N+](=O)[O-])c2)cc1Cl
-7,Cc1ccc(CNc2nc3c(c(=O)[nH]c(=O)n3C)n2Cc2ccc(F)cc2)cc1

Compound activity deposited in PubChem by Emory University Molecular Libraries Screening Center.
